Assay outcomes: PubChem BioAssay, Broad Institute
E-selectin induc – induces E-selectin expression in human endothelial cells; HUVEC E-selectin immunofluorescence imaging; normalized: neutral wells 0, TNF-alpha wells 100; activation, % at 7.58 µM; 260,000 tested, 0.37% active; AID 686992;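 active = mean E-selectin-positive cell signal at least 10% of the positive control, reached in at least 60% of replicates, without over 20% cell loss; inconclusive = no rule given, readout overlaps actives, possibly toxicity-flagged; inactive = the rest, including those meeting only one limit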;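 also: in these data hits start at about 27%; measured in HUVEC primary endothelial cells; signal is the percent of cells scored E-selectin positive by PE staining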
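Test system – human umbilical vein endothelial cells (HUVEC), E-selectin induction · Input – 3,000 HUVEC seeded per well · Buffer or medium – EGM-2, gelatin · Compound dosing – single-point compound dose · Detection – immunofluorescence imaging · Measure – percent E-selectin-positive cells · Controls – TNF-alpha high, DMSO low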
INS-1E GSIS act – primary screen for activators of insulin secretion dependent on glucose, INS-1E cells, GLuc reporter luminescence | activation, % at 16.6 µM | 370,000 tested, 0.61% active | INS-1E GLuc reporter insulin secretion, 2-3 h;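 active = lowest replicate activation of at least 40%, so every replicate reaches that level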;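 also: 0% = median of neutral control wells and 100% = median of IBMX positive control wells; some compounds called inactive have numbers as strong as hits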
XiGFP reactiv – reactivates the inactive X chromosome in mouse fibroblasts. XiGFP mouse fibroblasts, % GFP-positive cells imaging, 3 d; cells co-treated with 5-aza-dC sensitizer; scaled so ellipticine positive control = 100%. activation, % at 7.58 µM. 360,000 tested, 0.055% active;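 active = mean normalized replicate activation at least 10% and every replicate at or above 10%; inconclusive = only one of the two criteria met; inactive = mean below 10% and not all replicates reach 10%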;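 also: 0% = median of on-plate neutral control wells and 100% = ellipticine 6 µM median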
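Material: SV40-immortalized XiGFP fibroblast cells, line 68-5-11 | Buffer or medium: DMEM containing 5-aza-dC | Dosing: One concentration, pinned | Times: 3 d treatment, 15 min room-temperature fixation | Controls: Ellipticine 6 µM positive control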
F508del corr – correctors of CFTR F508del function in bronchial epithelial cells. CFBE cells, YFP halide quenching; stimulated with forskolin plus potentiator P3; % fluorescence drop versus neutral controls. activity (quench increase), % at 7.58 µM. 350,000 tested, 0.36% active;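 active = mean added fluorescence quench of at least 8% versus neutral control, with both replicates also reaching 8%; inconclusive = only one of the mean or replicate conditions met; inactive = mean below 8% and not both replicates reaching 8%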;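 also: cells transiently co-express mutant CFTR-F508del with the halide-sensitive YFP; corrector assay measuring rescue of mutant channel to the surface after 24 h compound exposure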
RAD52 anneal inh – blocks human RAD52 DNA annealing; P43351; recombinant RAD52 DNA annealing, FRET fluorescence; inhibition, % at 18.7 µM; 360,000 tested, 0.46% active; AID 651710;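 active = every replicate showing at least 50% inhibition; inconclusive = mean inhibition at least 50% but not in every replicate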
RAD54 branch – RAD54 (human) branch migration inhibition. Q92698. RAD54 Holliday junction branch migration, FAM/BHQ fluorescence. inhibition, % at 10.4 µM. 360,000 tested, 0.14% active;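 active = mean normalized replicate activity at least 40 and at least half of replicates scoring 40 or more; inconclusive = only one of the two criteria met; inactive = mean below 40 and under half of replicates reaching 40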;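 also: 0% = median of neutral control wells and 100% = median of positive control wells; inhibitors cause a drop in the FAM fluorescence signal; in these data hits start at about 50%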
Target sequence (Q92698 whole entry, looked up): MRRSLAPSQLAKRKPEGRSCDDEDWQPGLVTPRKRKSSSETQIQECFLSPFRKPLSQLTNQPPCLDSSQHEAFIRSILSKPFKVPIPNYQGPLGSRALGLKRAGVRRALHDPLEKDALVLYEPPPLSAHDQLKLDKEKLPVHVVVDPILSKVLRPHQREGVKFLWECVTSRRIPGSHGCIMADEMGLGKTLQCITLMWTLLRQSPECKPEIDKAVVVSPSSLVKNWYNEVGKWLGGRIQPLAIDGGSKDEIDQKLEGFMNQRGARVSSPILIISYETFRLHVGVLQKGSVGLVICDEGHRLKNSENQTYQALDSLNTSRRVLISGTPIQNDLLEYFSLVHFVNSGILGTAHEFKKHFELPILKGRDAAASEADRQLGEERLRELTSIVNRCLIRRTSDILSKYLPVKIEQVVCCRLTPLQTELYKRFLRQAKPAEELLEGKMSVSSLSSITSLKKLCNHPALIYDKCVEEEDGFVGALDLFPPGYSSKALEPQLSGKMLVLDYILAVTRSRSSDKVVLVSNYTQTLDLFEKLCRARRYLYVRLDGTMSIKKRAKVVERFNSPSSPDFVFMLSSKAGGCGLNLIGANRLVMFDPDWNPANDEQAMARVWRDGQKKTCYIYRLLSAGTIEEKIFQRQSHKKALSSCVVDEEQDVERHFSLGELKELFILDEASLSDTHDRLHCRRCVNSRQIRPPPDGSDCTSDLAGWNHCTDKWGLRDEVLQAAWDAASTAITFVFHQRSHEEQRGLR
Casp6 inh – inhibitors of human caspase-6; P55212; purified caspase-6, Z-VEID-R110 cleavage fluorescence; inhibition, % at 12.5 µM; 350,000 tested, 0.53% active; AID 686996;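 active = mean inhibition across replicates at least about 35%, with every replicate also reaching that limit, limit read from the data; inconclusive = only one of the two criteria met; inactive = neither criterion met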;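 also: 0% = median of neutral control wells and 100% = no fluorescence left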
Target sequence (P55212 24-179 limits assumed): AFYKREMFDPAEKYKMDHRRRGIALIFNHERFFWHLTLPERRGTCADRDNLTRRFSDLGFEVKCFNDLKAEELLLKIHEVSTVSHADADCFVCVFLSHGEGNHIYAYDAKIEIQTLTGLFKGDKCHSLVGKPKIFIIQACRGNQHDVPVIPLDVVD
Target sequence (P55212 194-293 limits assumed): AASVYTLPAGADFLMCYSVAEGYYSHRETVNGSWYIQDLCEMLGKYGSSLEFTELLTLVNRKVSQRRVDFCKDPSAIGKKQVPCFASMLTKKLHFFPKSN
DENV2 CPE – DENV2-induced cell death inhibition; 350,000 tested, 1.7% active; DENV2-infected cells, cytopathic effect rescue, plate reader; CPE inhibition, % at 9.99 µM; in the data active = CPE inhibition above about 20%, passing the limit was not always enough; inconclusive = no clear call, values can overlap the other calls; tested in BHK-21 cells;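 also: 0% = median of neutral control wells and 100% = median of positive control wells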
The depositor's hits bear a star; i = inactive; ? = inconclusive; . = no result given. Rows were taken by chance. Share with any hit: about 3.7%.

SMILES	E-selectin induc	INS-1E GSIS act	XiGFP reactiv	F508del corr	RAD52 anneal inh	RAD54 branch	Casp6 inh	DENV2 CPE
C[C@@H]1CN([C@@H](C)CO)C(=O)c2cccc(NC(=O)C3CCOCC3)c2O[C@@H]1CN(C)Cc1ccc(C(=O)O)cc1	-5.2	16	0.3	-1.5	-10	-3	1	-3
C[C@H]1CN([C@@H](C)CO)C(=O)c2cc(NS(=O)(=O)c3ccc(Cl)cc3)ccc2O[C@@H]1CN(C)S(=O)(=O)c1ccc(F)cc1	0.3	-31	-0.5	1.7	-6	3	1	2
O=C(C[C@@H]1C[C@H]2c3cc(NC(=O)Nc4ccc(C(F)(F)F)cc4)ccc3O[C@H]2[C@H](CO)O1)NCCc1ccccc1	-0.1	-18	-0.1	3.9	-13	4	0	-4
CC1(C(=O)NS(=O)(=O)c2cccc(F)c2)CCN1C(=O)CCC1CCCC1 (centres undefined)	2.5	-3	1.3	-3.3	-10	0	1	-10
COc1ccc2c3c(n(C)c2c1)[C@@H](CO)N(C(=O)c1ccc(F)cc1)CC31CCN(C(=O)Nc2ccc(F)cc2)CC1	-0.3	-10	0.3	-0.9	-4	.	-5	7
CCOc1ccc(C(=O)N2CCN(S(=O)(=O)c3ccc4c(c3)OCCO4)CC2)cc1OCC	1.3	6	-0.1	-2.7	-9	7	33	2
C[C@@H]1CN([C@@H](C)CO)S(=O)(=O)c2ccc(-c3ccc(C(=O)N(C)C)cc3)cc2O[C@@H]1CN(C)C(=O)Cc1ccccn1	-0.3	0	0.0	-0.8	10	-1	1	5
O=C(COC(=O)c1ccc(Cl)nc1)Nc1ncc(Cl)cc1Cl	.	2	0.4	-1.8	-21	.	0	2
COc1ccc(NCCC(O)c2ccc(Cl)cc2)cc1 (centres undefined)	.	-4	0.0	-1.1	1	-5	7	-4
CCC(C)(C)NC(=O)C(c1cccnc1)N(C(=O)c1csnn1)c1ccc(C)cc1 (centres undefined)	.	2	0.0	2.1	-7	.	1	4
Cc1oc(-c2cccs2)cc1C(=O)N1CCC(C)(C(=O)NS(=O)(=O)C2CC2)C1 (centres undefined)	0.0	6	0.0	-5.7	-30	10	-1	?
Cc1cc(O)c(N=Nc2ccc(C(=O)O)cc2)cc1C	2.0	.	0.0	-5.1	-2	-7	-4	0
C[C@@H]1CN([C@@H](C)CO)C(=O)c2cc(NC(=O)Nc3cccc4ccccc34)ccc2O[C@@H](C)CCCCO[C@H]1CN(C)Cc1ccc2c(c1)OCO2	0.2	-19	0.0	-5.5	.	1	.	-24
CCOc1ccc(OCCN2C(=O)c3ccccc3C2=O)cc1	-0.1	-1	0.0	-0.6	-8	-2	-4	-3
O=C(N/N=C/c1coc2ccc(Cl)cc2c1=O)c1ccncc1	-0.1	22	0.0	4.0	-8	7	1	-1
O=c1c(-c2ccc(O)cc2)coc2c([C@@H]3O[C@H](CO)[C@@H](O)[C@H](O)[C@H]3O)c(O)ccc12	-0.2	-5	0.0	-2.4	-8	-3	2	.
C=C(C)C(COc1c2occc2cc2ccc(=O)oc12)OC(C)(C)C(O)COc1c2occc2cc2ccc(=O)oc12 (centres undefined)	.	1	.	0.4	-9	3	-2	0
CCOc1ccccc1CN1CCCC(CNC(=O)Cc2ccc(OC)cc2)C1 (centres undefined)	.	-7	0.0	0.6	-1	8	-4	-6
CCOc1ccc(CN(CC)C(=O)Cc2c[nH]c3ccccc23)cc1OC	0.3	11	0.0	-0.3	-39	-3	-1	1
O=C(Cc1ccccn1)NCC[C@@H]1CC[C@H](NC(=O)Nc2ccccc2)[C@@H](CO)O1	0.3	7	0.2	3.1	-21	-8	-3	-6
CC(c1ccco1)N(C(=O)c1ccc(Cl)c([N+](=O)[O-])c1)c1ccccn1 (centres undefined)	-0.4	3	0.3	2.3	-5	6	6	-5
CCOc1ccccc1N(C)S(=O)(=O)c1ccc2c(c1)CCN2C(=O)CCC(=O)O	0.1	10	0.0	-1.8	-16	-2	1	0
COc1ccc(Cn2cc(CN3CC(N4CCN(Cc5ccccc5F)CC4)CS3(=O)=O)nn2)cc1 (centres undefined)	8.6	16	0.1	-2.9	-3	.	0	1
CN(C)C(=O)[C@@]1(Cc2ccccc2)N=C(c2ccc(OCCCO)cc2)O[C@H]1c1ccccc1	.	.	.	-0.1	-7	0	-3	.
COc1ccc(/C=C2\C(=O)c3ccccc3OC2c2ccccc2)cc1 (centres undefined)	.	-2	0.0	5.4	-5	.	-2	-2
C[C@H](CO)N1C[C@H](C)[C@@H](CN(C)C(=O)NC2CCCCC2)Oc2ccc(NC(=O)Nc3cccc4ccccc34)cc2CC1=O	-2.8	-7	-0.1	-2.8	6	2	3	-2
CCC(=O)NC[C@H]1[C@H](c2ccc(C3=CCCC3)cc2)[C@@H](CO)N1C(C)=O	-0.1	15	0.1	1.1	-14	3	-1	-9
CCc1cc(C(=O)N2CCCc3ccccc32)sc1C	0.7	1	-0.1	-2.0	-7	3	-2	-8
COC(=O)[C@@H]1C[C@]2(Br)c3ccccc3N(S(=O)(=O)c3ccccc3)[C@@H]2N1C(=O)OC	0.0	-14	-0.1	1.3	-11	5	0	13
Cc1cccc(C(=O)N/C(=C\c2ccc(C)o2)C(=O)O)c1	.	-6	0.0	1.2	-18	-2	6	2
O=C(CCNC(=O)c1ccc(Cl)cc1)Nc1ccc(S(=O)(=O)N2CCCCC2)cc1	.	-5	0.0	6.7	3	-7	5	-7
Cc1ccc(C(=O)NCCSC2CCCCC2)cc1S(=O)(=O)Nc1ccccc1	.	-10	.	2.5	-15	.	-2	4
COc1cccc(-c2ccc([C@@H]3[C@@H](CO)N4C(=O)CN(C(=O)C5CCOCC5)C[C@H]34)cc2)c1	0.2	2	0.2	-1.9	-105	.	-3	8
Cc1ccc(S(=O)(=O)NCC[C@H]2CC[C@@H](NC(=O)CCN3CCCCC3)[C@H](CO)O2)cc1	-0.3	7	0.0	-0.1	8	7	-56	-2
O=C(CSc1ccc2c(c1)OCCO2)NC(=O)Cc1ccccc1	-0.1	47	0.1	.	-11	-2	2	-1
COc1ccc(NC(=O)Nc2ccc3c(c2)[C@H]2C[C@@H](CC(=O)N4CCOCC4)O[C@H](CO)[C@H]2O3)cc1	-0.5	5	0.2	0.7	.	-8	.	7
O=C(N[C@H]1CC[C@@H](CCNC(=O)C2CCCCC2)O[C@H]1CO)c1ccccn1	-0.3	-2	0.3	-0.4	-3	3	-2	-3
Cc1c(NS(=O)(=O)c2cc(C(=O)NCCc3ccc(F)cc3)cc(Cl)c2Cl)c(=O)n(-c2ccccc2)n1C	.	1	-0.1	0.9	-12	-1	4	-3
CC(=O)N[C@H]1CC[C@H](CCNC(=O)C2CC2)O[C@@H]1CO	-0.6	-5	-0.3	2.8	-5	1	-1	3
CCS(=O)(=O)Nc1ccc2c(c1)C(=O)N(C)[C@@H]1CC[C@H](CC(=O)OC)O[C@H]1CO2	0.0	-1	0.3	-0.3	-2	7	-2	?
COC(CN1C(=O)C(=O)/C(=C(/O)c2ccccc2)C1c1ccccn1)OC (centres undefined)	.	-11	-0.1	.	-4	.	4	-7
CCN(Cc1ccccc1)C(=O)c1oc2ccc(S(=O)(=O)N3CCOCC3)cc2c1C	.	-22	0.0	-0.8	-4	6	5	0
Cc1ccccc1OCCC(=O)OCC(=O)Nc1ccc(N2CCOCC2)cc1	-0.1	15	0.0	1.6	-9	1	-2	.
O=C1CN(C(=O)c2ccccc2Br)C(c2ccc(F)cc2)c2cc(F)ccc2N1 (centres undefined)	.	-13	0.0	-3.1	-12	-6	1	6
CCOC(=O)/C=C/C(=O)Nc1ccc(S(=O)(=O)Nc2cc(OC)nc(OC)n2)cc1	-0.1	.	0.0	-2.5	-2	-4	5	3
Cc1cccc(N(CC(=O)N/N=C/c2ccc(C(=O)O)cc2)S(=O)(=O)c2ccccc2)c1C	-0.2	-21	-0.1	2.8	-9	-5	4	4
CCC(C)CN1C(=O)CSCC1(C)C(=O)Nc1c(C)cccc1C (centres undefined)	-0.1	-19	-0.1	2.9	-14	.	2	-14
COC(=O)C(=Cc1ccc(-c2ccsc2C(=O)OC)o1)C(=O)OC	.	.	0.1	-1.5	-10	.	1	-2
CC(C)C#Cc1cnc2c(c1)C(=O)N([C@@H](C)CO)C[C@H](C)[C@H](CN(C)C(=O)Nc1ccc(F)cc1)O2	0.5	-12	-0.4	-3.1	15	-5	1	1
CCCCCCCC1CC(/C(C)=N/NC(N)=O)OC1=O (centres undefined)	.	1	0.8	-0.6	-4	5	0	?
CC(C)(C)C(=O)Nc1ccc(Cc2ccncc2)cc1	0.0	10	0.2	-0.1	-1	-1	-1	-2
Cc1nn2c(NCc3cccnc3)c3c(nc2c1-c1ccccc1)CCC3	0.2	.	0.3	-3.9	-15	10	2	-8
COc1ccc(CNC(=O)C2(CC(=O)NC(C)(C)C)CCCC2)cc1	.	20	0.0	0.8	-14	12	2	5
COc1ccc(CC(=O)OCC(=O)NC2CCCC(C)C2C)cc1OC (centres undefined)	5.9	35	0.0	3.1	-4	-8	3	-1
CCN(CC)c1ccc2oc(=O)c(C)nc2c1	.	2	.	3.5	i	-77	1	-7
COc1ccccc1-c1cnc2c(c1)C(=O)N([C@H](C)CO)C[C@H](C)[C@H](CN(C)Cc1cccc(F)c1)O2	0.4	-14	0.0	-1.3	1	0	1	-5
C[C@@H]1CN([C@@H](C)CO)C(=O)Cc2cc(NS(=O)(=O)c3ccccc3)ccc2O[C@@H]1CN(C)C(=O)Nc1ccc2c(c1)OCO2	0.1	1	-0.4	-1.2	.	.	.	.
N#Cc1ccccc1NC(=O)C1SC(=Nc2ccccc2)C(C(=O)Nc2ccc(Cl)cc2)=C1N (centres undefined)	.	.	0.0	1.3	11	4	4	4
CCOC(=O)CN1C(=O)S/C(=C\c2ccc(-c3ccc(C(=O)O)c(Cl)c3)o2)C1=O	-0.1	-8	0.1	-0.8	-37	-4	49*	0
CC1(C)OC(=O)C2=C(C[C@@H](CCC(F)(F)F)O[C@H]2c2ccc(F)cc2)O1	-0.1	1	-0.1	2.2	-4	-6	2	11

(list continues)
SMILES	E-selectin induc	INS-1E GSIS act	XiGFP reactiv	F508del corr	RAD52 anneal inh	RAD54 branch	Casp6 inh	DENV2 CPE
CCO[C@H]1OC(C(=O)N2CCN(C)CC2)=C[C@@H](c2csc3ccccc23)[C@@H]1CCCO	-0.3	6	0.0	1.0	-8	-3	-2	12
CCOC(=O)c1c(NC(=O)CSc2nnc(C)o2)sc(C)c1C	0.0	3	-0.2	-0.6	11	.	1	0
O=C(NCCc1ccco1)C(=O)NCCC1CCCCN1S(=O)(=O)c1ccccc1 (centres undefined)	-0.4	-17	0.2	0.3	1	-1	2	-8
O=C(NC1CCCc2ccccc21)c1ccc(Br)cc1 (centres undefined)	.	0	0.1	.	-3	0	2	4
C[C@H]1CN([C@@H](C)CO)S(=O)(=O)c2ccc(-c3ccccc3F)cc2O[C@H]1CN(C)Cc1cncnc1	-0.2	13	0.1	-0.1	4	-6	-4	-7
